Screening results (PubChem BioAssay)
PLAP inhibitors HTS – PLAP enzyme inhibitors, biochemical, luminescence, HTS (AID 690). 96,000 compounds, 0.08% hits. inhibition, % at 20 µM, or IC50 in µM where a hit was titrated. purified PLAP, luminescent substrate; higher % means a stronger effect; in the data active = a potency from the dose series; inactive = the rest, 99 in 100 with inhibition below about 30%; note: strong numbers were not always called active
NFkB transloc pot – enhances IL-1B driven NFkB nuclear translocation; HUVEC IL-1B NFkB p65 nuclear translocation imaging; 94,000 compounds, 0.3% hits; activation, % at 2 µM;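 active = activation above 40%, about the mean plus 3 SD, also judged a hit on visual image review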;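 note: percent activation is computed from the nuclear over cytoplasmic p65 intensity ratio; values of inactives mirror those of a sister screen read the other way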
MRP reversal – reverses drug resistance mediated by MRP; H69AR cells + 2 uM doxorubicin, CellTiter-Glo, 72 h; 85,000 compounds, 0.04% hits; AID 602; differential viability (reversal), % at 10 µM;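 active = viability drop by adding the cancer drug above about 55%, with treated viability meeting a 40% cutoff, limit read from the data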;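 note: viability without doxorubicin minus viability with 2 µM doxorubicin for each compound; larger differential means the compound sensitizes cells more to doxorubicin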
Bcl-B TR3 displacers – displacers of TR3 peptide from Bcl-B, primary screen, selectivity assay for Bfl-1 inhibitor project, biochemical, fluorescence polarization | AID 748 | 96,000 compounds, 0.11% hits | FP displacement of FITC-TR3 peptide from Bcl-B; higher % means a stronger effect | displacement, % at 20 µM, or IC50 in µM where a hit was titrated;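 active = displacement above 50% at 20 µM plus a fluorescence interference ratio under 1.5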;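 note: plate controls were wells without compound for no effect and wells lacking Bcl-B protein for full effect; a part of the inactive calls stands beside numbers as strong as those of hits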
NFkB transloc inh – blocks IL-1B driven NFkB nuclear translocation in HUVEC cells; HUVEC IL-1B NFkB p65 nuclear translocation imaging; inhibition, % at 2 µM; 94,000 compounds, 0.43% hits;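 active = inhibition above about 30% together with a positive call from visual inspection of the well image, limit read from the data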;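 note: nuclear over cytoplasmic p65 intensity ratio measured by imaging; 0% = IL-1B stimulated DMSO wells and 100% = unstimulated DMSO wells; values of inactives mirror those of a sister screen read the other way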
MRP reversal cytotoxicity – recorded beside MRP reversal, whose call it bears; viability, %; H69AR cells, CellTiter-Glo, 72 h; measured here: cytotoxicity without doxorubicin
MRP reversal with doxorubicin – also measured in MRP reversal; calls as there; viability, %; measured here: viability with 2 uM doxorubicin; stronger effect = lower value
NFkB transloc inh cell count 2 µM – recorded beside NFkB transloc inh, whose call it bears; cell count; measured here: cells passing quality filter;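 raw number of nuclei counted in each imaged well without normalization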
NFkB transloc pot cell count 2 µM – also measured in NFkB transloc pot; calls as there; cell count; measured here: cells passing quality filter
* = called active by the depositor; . = not tested or not shown. Not all compounds are listed; rates above refer to the full screens.

entry	mol	Bcl-B TR3 displacers	NFkB transloc pot cell count 2 µM	NFkB transloc inh	NFkB transloc pot	MRP reversal	MRP reversal with doxorubicin	NFkB transloc inh cell count 2 µM	MRP reversal cytotoxicity	PLAP inhibitors HTS
1	CCC(C)(C(=O)NC1CCCCC1)N(C)C(=O)c1ccccn1 (configuration not stated)	10%	196	-8	8	6	94	196	100	5%
2	CCn1cc(C(=O)NCCCN(C)C)c(=O)c2cc(F)c(N3CCN(C)CC3)cc21	-7%	119	-34	34	.	.	119	.	-46%
3	C=CCc1ccc(OCC(O)CN2CCCCC2C)c(OC)c1 (configuration not stated)	35%	149	0	0	-8	91	149	83	-55%
4	CCOc1cc(C2NC(=O)NC(O)(C(F)(F)F)C2C(=O)c2ccccc2)ccc1OC (configuration not stated)	2%	140	0	0	-24	100	140	76	-16%
5	CCOc1ccc(NC(=O)CCC(=O)n2nc(C)cc2C)cc1	-3%	198	-22	22	2	97	198	99	2%
6	COC(=O)NCc1cccc(CNC(=O)OC)c1	1%	102	11	-11	-1	98	102	98	10%
7	O=C(Nc1cnn(Cc2ccc(Cl)cc2)c1)c1cnccn1	14%	91	0	0	11	94	91	104	0%
8	Cn1c(NC(=O)Cc2cccs2)cc(=O)n(C)c1=O	-6%	29	21	-21	11	76	29	86	4%
9	CCOC(=O)c1c(C)oc2cc(Br)c(OCC(N)=O)cc12	.	149	3	-3	9	71	149	80	.
10	CC(=O)c1cnc2cc(-c3ccccc3)nn2c1C	5%	.	.	.	-6	107	.	101	4%
11	COc1ccc(S(=O)(=O)Nc2cc(C)c(O)c(S(=O)(=O)c3ccccc3)c2)cc1	-2%	.	.	.	15	92	.	107	5%
12	O=C(c1ccncc1)N1CCN(c2cccc(C(F)(F)F)c2)CC1	5%	122	-5	5	14	72	122	87	-30%
13	CC(C)C1Cc2c(C#N)c(N)sc(=S)c2CO1 (configuration not stated)	46%	84	7	-7	10	96	84	106	-29%
14	COC(=O)c1ccccc1NC(=S)NC(=O)C1CC1	3%	155	-9	9	.	.	155	.	0%
15	CCCCCC/C(=N\NS(C)(=O)=O)c1ccccc1	-11%	117	-9	9	11	86	117	97	-32%
16	O=S1(=O)c2cccc3cccc(c23)N1Cc1nnc(-c2ccccc2Br)o1	-6%	66	4	-4	13	85	66	98	-12%
17	O=C(NCc1ccccn1)c1ccc2ccccc2n1	0%	.	.	.	-13	88	.	74	-16%
18	Cc1nnc(N(C(=O)c2cnccn2)c2ccccc2)s1	15%	160	6	-6	8	82	160	90	12%
19	CCN(CC)CCCN=Cc1c(O)n(Cc2ccccc2)c(=O)c2ccccc12	3%	139	-6	6	2	76	139	78	-68%
20	COc1ccc(C(=S)N2CCN(C)CC2)cc1	-4%	.	.	.	6	93	.	99	-5%
21	COC(=O)c1ccc(NC(=O)CN(Cc2ccc(Cl)cc2)S(C)(=O)=O)cc1	-11%	109	-7	7	-4	72	109	68	-78%
22	O=C(CSc1nc2ccccc2c(=O)n1-c1ccccc1)NCc1ccc2c(c1)OCO2	-13%	85	7	-7	.	.	85	.	-11%
23	COc1ccc(OC)c(NC2=NC3(CCCCC3)N=C(N)N2)c1	-6%	141	1	-1	4	85	141	89	-6%
24	CCSc1ncc(/C=N/Nc2ccc([N+](=O)[O-])cc2)n1C	-78%	183	-6	6	.	.	183	.	4%
25	CCCCOC(=O)Nc1cc(Cl)ccc1C	8%	160	6	-6	11	89	160	101	-11%
26	COc1ccc(CCNc2cc(=O)[nH]c(N)n2)cc1	-1%	98	7	-7	-4	82	98	78	-12%
27	CC(C)c1cc(C(F)(F)F)n2nc(C(=O)Nc3ccc4c(c3)OCO4)cc2n1	2%	198	10	-10	-5	74	198	70	1%
28	O=C1CCC(C(=O)OCC(=O)N2N=C3/C(=C/c4ccccc4)CCCC3C2c2ccccc2)N1 (configuration not stated)	-2%	109	-13	13	-8	56	109	48	-63%
29	Cn1nnnc1SCCNCc1cccnc1	-1%	209	-5	5	-5	98	209	93	23%
30	COc1cccc(-n2nnc3c(=O)n(Cc4cccc(C)c4)cnc32)c1	1%	.	.	.	8	94	.	101	26%
31	O=C(c1ccco1)N1CCN(C/C=C/c2ccccc2)CC1	-15%	131	9	-9	7	84	131	91	-15%
32	CC1(C)N=C(c2cccs2)C(C)(C)N1O	4%	184	-13	13	7	91	184	99	-4%
33	O=C1c2ccccc2C(=O)N1CCc1csc(-c2ccccc2)n1	12%	166	-3	3	.	.	166	.	4%
34	Cc1nn(Cc2c(Cl)cccc2Cl)c(C)c1NC(=O)c1cnn2c(C(F)F)cc(-c3ccccc3)nc12	0%	169	-2	2	.	.	169	.	-6%
35	Cn1c(-c2ccc3c(c2)OCO3)cnc1NCc1ccc(Cl)cc1	-16%	135	-7	7	-13	53	135	40	.
36	COc1ccc(-n2c(C)cc(C(=O)NC3CCCCC3)c2C)cc1	-6%	72	-8	8	.	.	72	.	-10%
37	COc1nc(-c2ccccc2)cc(C(F)(F)F)n1	-5%	127	-26	26	0	99	127	98	3%
38	Cc1occc1C(=O)Nc1cc(C(C)(C)C)on1	2%	176	-1	1	-3	71	176	67	9%
39	Cc1cccc2cc(C(c3nnnn3Cc3ccccc3)N3CCCc4ccccc43)c(=O)[nH]c12 (configuration not stated)	1%	124	-11	11	.	.	124	.	33%
40	CC1CC(C)CN(S(=O)(=O)c2ccc(F)c(C(=O)Nc3ccc(Cl)cc3F)c2)C1 (configuration not stated)	7%	174	-1	1	-7	52	174	45	-2%

An excerpt from above with just MRP reversal with doxorubicin.
| cpd | smiles | MRP reversal with doxorubicin |
| --- | --- | --- |
| 12 | O=C(c1ccncc1)N1CCN(c2cccc(C(F)(F)F)c2)CC1 | 72 |
| 27 | CC(C)c1cc(C(F)(F)F)n2nc(C(=O)Nc3ccc4c(c3)OCO4)cc2n1 | 74 |

Gathered by group, the entries above with a thiophene ring, fused or not.
entry	mol	Bcl-B TR3 displacers	NFkB transloc pot cell count 2 µM	NFkB transloc inh	NFkB transloc pot	MRP reversal	MRP reversal with doxorubicin	NFkB transloc inh cell count 2 µM	MRP reversal cytotoxicity	PLAP inhibitors HTS
8	Cn1c(NC(=O)Cc2cccs2)cc(=O)n(C)c1=O	-6%	29	21	-21	11	76	29	86	4%
32	CC1(C)N=C(c2cccs2)C(C)(C)N1O	4%	184	-13	13	7	91	184	99	-4%

As entered above.
For PLAP inhibitors HTS, `CC1CC(C)CN(S(=O)(=O)c2ccc(F)c(C(=O)Nc3ccc(Cl)cc3F)c2)C1` (configuration not stated) is entered as -2%
For MRP reversal cytotoxicity, `COc1ccc(OC)c(NC2=NC3(CCCCC3)N=C(N)N2)c1` is entered as 89
For PLAP inhibitors HTS, `COc1cccc(-n2nnc3c(=O)n(Cc4cccc(C)c4)cnc32)c1` is entered as 26%
For MRP reversal, `Cn1c(-c2ccc3c(c2)OCO3)cnc1NCc1ccc(Cl)cc1` is entered as -13
For MRP reversal with doxorubicin, `Cn1nnnc1SCCNCc1cccnc1` is entered as 98
For NFkB transloc pot, `COc1ccc(-n2c(C)cc(C(=O)NC3CCCCC3)c2C)cc1` is entered as 8
For Bcl-B TR3 displacers, `CC(C)c1cc(C(F)(F)F)n2nc(C(=O)Nc3ccc4c(c3)OCO4)cc2n1` is entered as 2%

(continued)
entry	mol	Bcl-B TR3 displacers	NFkB transloc pot cell count 2 µM	NFkB transloc inh	NFkB transloc pot	MRP reversal	MRP reversal with doxorubicin	NFkB transloc inh cell count 2 µM	MRP reversal cytotoxicity	PLAP inhibitors HTS
41	CN1CCC(NC(=O)c2cccs2)CC1	-3%	55	10	-10	-3	97	55	94	17%
42	Cc1ccc2c(c1)N(CC(=O)N(Cc1ccc3c(c1)OCO3)CC1CCCO1)C(=O)C(C)O2 (configuration not stated)	-9%	87	-8	8	40	23	87	63	-58%
43	COc1cc(NC(=O)CCCSc2nc(-c3ccco3)cc(C(F)(F)F)n2)cc(OC)c1OC	.	117	-6	6	-18	67	117	48	.
44	Cc1ccc(NC(=O)C(=O)NC(C)C2COc3ccccc3O2)cc1 (configuration not stated)	-4%	138	6	-7	.	.	138	.	-17%
45	O=C(CSc1nc2ccccc2s1)Nc1ncccn1	-1%	.	.	.	-16	97	.	81	-40%
46	Cc1c(C(=O)Nc2ccc3c(c2)OCO3)sc2ncn(CC(=O)N3CC(C)CC(C)C3)c(=O)c12 (configuration not stated)	14%	71	-21	21	7	84	71	91	-21%
47	CC1Cc2nc(SCC(=O)NCC3CCCO3)n(Cc3ccccc3)c(=O)c2S1 (configuration not stated)	.	70	5	-5	0	77	70	78	.
48	O=C1Nc2c(Br)cc(Br)cc2C1(O)N1CCOCC1 (configuration not stated)	6%	106	11	-11	-13	44	106	31	-11%
49	CC12C=CC3(CN(Cc4ccccc4)C(=O)C3C1C(=O)NC1CC1)O2 (configuration not stated)	2%	174	6	-6	6	81	174	87	-4%
50	COc1ccc(OC)c(NC(=O)CSc2nnc(Cc3cccn3C)n2CCc2ccccc2)c1	-15%	142	6	-6	.	.	142	.	-36%
51	COc1cc(C2NC(=O)NC(C)=C2C(=O)OCc2ccc(C)cc2)cc(OC)c1O (configuration not stated)	-7%	147	8	-7	-1	91	147	91	-36%
52	CN(c1cccc(NS(=O)(=O)c2cccs2)c1)S(C)(=O)=O	-6%	99	-5	5	5	97	99	102	-13%
53	CC(C)NC(=O)C1CCN(Cc2cnn(-c3ccccc3)c2-n2cccc2)CC1	-11%	196	8	-8	3	92	196	95	-55%
54	COc1c(C(C)C)cc(NC(C)=O)cc1C(C)C	-2%	121	7	-7	-6	98	121	92	-16%
55	CC1(C)CC(=O)C=C(Nc2cccc(O)c2)C1	3%	183	8	-8	17	73	183	91	1%
56	COC(=O)[C@H](C)NC(=O)NCc1ccco1	-5%	97	-1	1	-5	98	97	93	13%
57	O=C(/C=C/c1ccc(OCCCF)cc1)NCc1ccc(Cl)c(Cl)c1	-2%	108	-11	11	.	.	108	.	16%
58	COc1ccc2c(c1)OC(O)(C(F)(F)F)CC2=O (configuration not stated)	5%	.	.	.	-9	99	.	90	-11%
59	CCC(C)(C)NC(=O)C(OC(=O)c1cc2sccc2n1C)c1ccc(OC)cc1 (configuration not stated)	-7%	120	-1	1	3	93	120	96	14%
60	Nc1[nH]n2c(=O)cc(-c3ccccc3)nc2c1N=Nc1ccccc1	25%	.	.	.	.	.	.	.	-10%
61	COc1ccc(OC)c(NC2=NC3(CCCC3)N=C(N)N2)c1	-6%	100	4	-4	12	86	100	98	-20%
62	CC1(C)N=C(SCC(=O)Nc2ccc(Cl)cc2)C(c2ccccc2)=N1	12%	.	.	.	6	44	.	50	-36%
63	C=C(C)CSc1nnc2n(Cc3ccccc3)c(=O)c3c4c(sc3n12)CCC4	1%	161	-5	5	-12	65	161	53	11%
